Source: PubChem BioAssay (several laboratories)
Kir21 inh: inhibitors of mouse Kir2.1 inward-rectifier potassium channel; 0.85% of 310,000 active; B-score at 10 µM; HEK293-Kir2.1, FluxOR thallium flux fluorescence; hits give low values;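 active = fluorescence ratio B-score at or below minus 3 SD of library scores, with starting-brightness B-score within 2 SD, cut at about -4.2 in these data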;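 also: channel flux triggered by added potassium and thallium sulfate stimulus; B-score of peak minus minimum fluorescence over baseline after thallium stimulus; more negative B-score means stronger Kir2.1 block with less thallium influx; some compounds called inactive have numbers as strong as hits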
Target sequence (P35561 whole entry, looked up): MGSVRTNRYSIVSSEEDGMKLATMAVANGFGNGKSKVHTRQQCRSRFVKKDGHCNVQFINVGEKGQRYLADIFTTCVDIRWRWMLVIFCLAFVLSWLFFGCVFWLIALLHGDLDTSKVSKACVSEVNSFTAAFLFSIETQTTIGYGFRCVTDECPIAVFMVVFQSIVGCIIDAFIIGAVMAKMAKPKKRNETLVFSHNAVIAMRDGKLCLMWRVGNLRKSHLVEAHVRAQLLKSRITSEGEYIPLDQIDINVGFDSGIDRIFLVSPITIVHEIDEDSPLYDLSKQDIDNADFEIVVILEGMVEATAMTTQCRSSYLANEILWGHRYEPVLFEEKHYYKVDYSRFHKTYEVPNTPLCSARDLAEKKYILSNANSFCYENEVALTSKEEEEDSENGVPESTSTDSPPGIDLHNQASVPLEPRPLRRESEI
STK33 inh: inhibitors of purified STK33 kinase, primary screen, biochemical, ADP-Glo luminescence, homogeneous, cell-free; Serine/threonine-protein kinase 33 (Homo sapiens), Q9BYT3; MBP phosphorylation; inhibition, % at 10 µM; 0.073% of 320,000 active;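 active = inhibition at or above 25%, using the most active replicate where run in duplicate; inactive = inhibition below 25%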
Target sequence (Q9BYT3 whole entry, looked up): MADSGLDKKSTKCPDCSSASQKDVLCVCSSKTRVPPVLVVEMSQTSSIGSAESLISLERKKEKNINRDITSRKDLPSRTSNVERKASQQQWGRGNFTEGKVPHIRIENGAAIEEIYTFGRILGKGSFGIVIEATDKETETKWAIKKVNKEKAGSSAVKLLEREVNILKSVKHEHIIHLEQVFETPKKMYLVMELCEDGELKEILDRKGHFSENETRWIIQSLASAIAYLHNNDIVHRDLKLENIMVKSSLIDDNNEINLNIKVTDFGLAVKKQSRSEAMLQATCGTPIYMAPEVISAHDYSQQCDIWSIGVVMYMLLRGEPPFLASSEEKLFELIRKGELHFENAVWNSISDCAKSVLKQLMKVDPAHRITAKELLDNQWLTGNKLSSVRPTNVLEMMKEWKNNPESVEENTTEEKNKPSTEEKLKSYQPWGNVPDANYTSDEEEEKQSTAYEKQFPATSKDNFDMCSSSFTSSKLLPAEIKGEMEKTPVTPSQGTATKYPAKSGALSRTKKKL
* hit, by the source's call; · = not tested or not shown.

SMILES	Kir21 inh	STK33 inh
CCOC(=O)c1cccc(NC(=O)CCNS(=O)(=O)c2ccc3c(c2)CCN3C(=O)CC)c1	1.9	0.1
O=c1c2ccccc2c(C=NCCCN2CCOCC2)c(O)n1Cc1ccc2c(c1)OCO2	0.08	2.0
CC(=O)Nc1ccc(S(=O)(=O)N2CCN(CC3CC4C=CC3C4)CC2)cc1 (stereo not given)	1.3	-0.8
Cc1ccc(S(=O)(=O)NC(=O)NC(C)c2ccc(F)cc2)cc1 (stereo not given)	3.2	-1.0
Cc1ccc(Cn2cc(/C=N/Nc3ccc([N+](=O)[O-])cn3)c3ccccc32)cc1	0.87	0.2
COc1ccc(C(=O)NCC(=O)NCC(=O)OCC(=O)C(C)(C)C)cc1	1.1	0.3
COc1ccc(S(=O)(=O)N2CC(O)C[C@H]2C(=O)OCC(=O)N2CCCCCC2)cc1 (stereo not given in full)	1.1	-1.0
Cc1cccc(C(=O)NCc2nnc(SCC(=O)Nc3nncs3)n2C)c1	0.7	6.9
O=C(COC(=O)c1n[nH]c(=O)c2ccccc12)c1ccccc1	1.5	-0.3
CCCCCC(=O)Nc1ccc2oc(-c3cncc(Br)c3)nc2c1	3.5	0.4
Cc1c(NS(=O)(=O)c2ccc(N=NN(C)C)cc2)c(=O)n(-c2ccccc2)n1C	-1.6	-1.1
Cc1cccc(CC(Cc2nc3ccccc3[nH]2)c2nc3ccccc3[nH]2)c1 (stereo not given)	-0.19	-1.7
CC(=O)Nc1cccc2c1OCCO2	-1.5	-1.4
C[C@H](C(=O)NCc1ccccc1)C(=O)c1ccccc1	-0.34	-0.6
COc1ccc(C(=O)NCCc2nnc(SCC(=O)Nc3ccc(Br)cc3)n2C)cc1	0.44	-0.6
c1cc(CCCc2ccncc2)ccn1	·	-1.3
Cc1cccc(/C=N\NC(=O)c2csnn2)c1	1.4	0.9
CCCCCOC(=O)c1cc(=O)[nH]c2ccccc12	-0.35	-1.2
CCCS(=O)(=O)N1CCN(Cc2ccco2)CC1	0.23	-1.1
CCCCn1c(=S)[nH]c2cc(S(=O)(=O)N3CCCCC3)ccc21	-0.03	4.1
CCOC(=O)N1CCN(C(=O)c2c(-c3c(Cl)cccc3Cl)noc2C)CC1	0.13	0.1
O=C(CSc1ncccn1)NCc1ccc2c(c1)OCO2	1	0.1
Cc1nnc(SCc2ccccc2C#N)n1-c1ccccc1	-2.2	-0.9
Cc1ccccc1OCc1nc2ccc(S(=O)(=O)N3CCOCC3)cc2[nH]1	1.5	1.2
COc1ccc(S(=O)(=O)N2CCC(C(=O)NCCC(=O)NCc3ccncc3)CC2)cc1	-0.83	-0.9
O=C(CSc1nccc(=O)[nH]1)Nc1ccc(F)c(Cl)c1	-1.5	-0.2
COc1cc(OC)c(C2N(c3ccc(Cl)cc3)C(=O)C3CCCN32)cc1OC (stereo not given)	0	3.2
COc1ccc(NC(=O)Cc2nnc(SCC(=O)c3ccc(F)cc3)n2C)cc1	-1.2	-1.1
COc1ccc(CC(=O)NCc2ccccc2Cl)cc1S(=O)(=O)N1CCOCC1	1.5	9.7
COc1cc2oc3ccccc3c2cc1N(CC(=O)N(C)C)S(=O)(=O)c1ccc(C)cc1	-1.2	-1.6
Cc1ccc(Nc2nnc(-c3ccccc3N)o2)cc1C	2.4	-1.6
Cc1ccc(OCC(O)CN2CCN(Cc3ccc4c(c3)OCO4)CC2)cc1C (stereo not given)	-0.09	-0.8
O=C(NCc1ccc(Cl)cc1)c1noc2c1CCCCC2	-0.04	-1.0
CC(C)Cc1csc(NC(=O)c2ccc(Br)cc2)c1C(=O)O	0.06	-0.3
COC(=O)c1cc2ccsc2n1Cc1ccccc1F	0.13	-0.3
O=C(Cn1nc(Cc2cccnc2)c2ccccc2c1=O)N1CCN(C(=O)c2ccco2)CC1	-0.54	-4.0
COc1ccc(-c2nc(Cn3c(SCc4ccccc4F)nc4ccncc43)c(C)o2)cc1	0.22	-1.1
Cc1ccc(/C=C2/NC(=O)[C@H](C)NC2=O)cc1	1.6	0.2
CC1=CC(C)(C)n2c(O)c(N=N)c3c(C)ccc1c32	-1.5	-1.6
NC(=O)c1sc2cc(C(F)(F)F)cnc2c1-c1ccccc1	1.2	-2.4
Cc1[nH]c2ccccc2c1SCc1nnc(SCc2ccc(Cl)cc2)n1C	-0.01	0.0
CCCn1c(=O)n(C)c(=O)c2c(SCC(=O)NC34CC5CC(CC(C5)C3)C4)nc(CC(C)C)nc21	0.13	0.0
CN(C)C/C(Cl)=C(\Cl)c1ccccc1	-0.2	0.9
Cc1cc(O)c(C(C)C)cc1NC1=NS(=O)(=O)c2ccccc21	-2	-1.1
CC(C)n1nc(C(=O)Nc2ccc3c(c2)OCO3)c2ccccc2c1=O	·	-1.1
Cc1ccc(C)c(OCCC(=O)NCCc2ccc(Cl)cc2)c1	-0.52	0.3
O=C1COc2ccc(N3C(=O)C=CC3=O)cc2N1	-1.7	0.9
O=C(CCCn1nnnc1CN1CCOCC1)N1CCC(c2ccccc2F)C1 (stereo not given)	-0.06	·
C=CC(=O)NC1CC2CCC1(C)C2(C)C (stereo not given)	-1.3	-0.3
CCS(=O)(=O)c1ccccc1C(=O)NC1CCCc2ccccc21 (stereo not given)	-0.06	-0.7
O=C(/C=N/NC(=O)c1ccccc1Br)c1ccccc1	-1	1.1
CCN(CC)CCNC(=O)Cn1nc(Cc2ccccc2)c2ccccc2c1=O	0.67	3.1
CCN(CC)c1ccc(S(=O)(=O)N2CCOCC2)cc1NC(=O)CSc1nnc(N)s1	0.01	-0.3
Cc1[nH]nc(-c2ccc(O)cc2O)c1-c1ccc(Cl)cc1	-2.8	3.0
C/C(=N/NC(=O)c1nnn(-c2nonc2N)c1COc1ccccc1)c1ccccc1	-0.37	0.8
COc1ccc(CCNC(=O)CSc2nnc3ccc(-c4cccnc4)nn23)cc1	-0.2	4.6
CSc1nc2ccc(NC(=O)C3=NN(c4ccccc4)C(=O)CC3)cc2s1	-1.4	0.9
COC(=O)c1cc2c(cc1N)OCCO2	-1.3	1.8
S=c1[nH]nc(Cc2ccc(Cl)cc2)n1-c1ccc2c(c1)OCCO2	0.55	-0.6
CC(C)(C)OC(=O)N1CCN(C(=O)OCC2c3ccccc3-c3ccccc32)CC1C(=O)O (stereo not given)	0.03	-0.4
(more compounds)
SMILES	Kir21 inh	STK33 inh
O=C(NCc1ccco1)c1scc2c1OCCO2	0.53	2.0
Cn1c(O)c(N=NC(=O)CNC(=O)c2ccccc2)c2ccccc21	0.14	-0.1
CCOC(=O)C1CCCN(CC(O)COCc2ccccc2OC)C1 (stereo not given)	-2	-0.8
CCOC(=O)c1nnc(-c2ccc(C)cc2)nc1Sc1ccccc1Cl	0.25	0.3
COc1ccccc1C(=O)Nc1ncc2c(n1)CC(c1ccco1)CC2=O (stereo not given)	0.28	-0.9
Fc1ccccc1Cn1nnc2c(NCCc3ccccn3)ncnc21	-1.7	-0.9
O=C(c1scc2c1CCCC2)N1CCOCC1	-0.4	-2.0
Cc1ccc(C(=O)CNc2nc3c(c(=O)[nH]c(=O)n3C)n2Cc2ccccc2)cc1	0.26	-0.1
Cc1nc(-c2nnc(SCC(=O)Nc3ccc(C(F)(F)F)cc3)n2C)cs1	-2	-1.3
Cc1oc(-c2cc(F)ccc2F)nc1CN1CCC(C(=O)N2CCOCC2)CC1	1.2	-1.7
CC(C)Cc1ccc(C(C)C(=O)Nc2ccccc2O)cc1 (stereo not given)	0.11	-2.5
CCC(NC(=O)NCCCn1ccnc1)(C(F)(F)F)C(F)(F)F	-0.39	0.4
C=CCOc1c(Br)cc(C2NC(=O)NC(C)=C2C(C)=O)cc1OCC (stereo not given)	-0.19	-0.6
Clc1ccccc1-c1csc(Nc2cccnc2)n1	-0.11	-0.1
Cc1ccc(CNC(=O)c2cc(S(=O)(=O)N3CCCCC3)ccc2N2CCOCC2)cc1	·	1.1

One compound at a time, as listed above:
Entry for `C=CCOc1c(Br)cc(C2NC(=O)NC(C)=C2C(C)=O)cc1OCC` (stereo not given) → Kir21 inh = -0.19; STK33 inh = -0.6
Entry for `COc1ccccc1C(=O)Nc1ncc2c(n1)CC(c1ccco1)CC2=O` (stereo not given) → Kir21 inh = 0.28; STK33 inh = -0.9

The list goes on.
SMILES	Kir21 inh	STK33 inh
Cc1ccccc1Nc1nc(N)nc(COC(=O)[C@@H](NC(=O)c2c(F)cccc2F)C(C)C)n1	-0.11	-0.4
CC(C)CCN1CC(C(=O)NCc2ccccc2)CC1=O (stereo not given)	-1.7	-0.6
Cc1ccc(NC2=NC3(CCCCC3)N=C(N)N2)c(C)c1	-0.03	-0.4
O=C(COC(=O)Cn1cnc2ccccc21)Nc1cccc([N+](=O)[O-])c1	0.35	-0.7
CCOc1ccc(CC(=O)N2CCN(c3ccc(N4CCOCC4)nn3)CC2)cc1OCC	0.67	-0.9
Cc1ncoc1C(=O)N1CCc2c([nH]c3ccccc23)C1c1ccccc1F (stereo not given)	-0.32	-0.2
COc1ccc(C(F)(F)F)cc1N/C=C\c1nnnn1-c1ccc(C)cc1	0.13	-1.1
COc1ccc(O)c(CN2CCCC(N3CCN(c4ccc(F)cc4)CC3)C2)c1 (stereo not given)	-0.21	-0.2
O=S(=O)(c1ccc(Br)cc1)N1CCCN(Cc2ccccc2F)CC1	0.24	1.1
CCNS(=O)(=O)c1ccc(C)c(-n2cnnn2)c1C	-1.3	0.1
O=C(CNC(=S)N(Cc1ccccc1)Cc1ccccc1F)NCc1ccc(Cl)cc1	0.33	·
CCOc1ccc(CC(=O)N/N=C/c2sccc2C)cc1	-0.34	0.0
CCCCC(CC)COP(=O)(OCC(CC)CCCC)OCC(CC)CCCC (stereo not given)	·	-0.1
O=C(C[n+]1cc(-c2ccc(F)cc2)n2c1CCC2)OCc1ccccc1	0.04	1.5
O=C(COc1ccccc1/C=C1\SC(=S)NC1=O)Nc1ccc(F)cc1	·	-0.8
CCCN(CCC)C(=O)c1ccc2c(c1)N(CC)C(=O)c1ccccc1S2(=O)=O	1.2	0.6
Cc1ccc(CNC(=O)COC(=O)CSc2ccc(Br)cc2C)cc1	-0.38	0.1
CCn1c(SCC(=O)N/N=C/c2c[nH]c3ccccc23)nnc1-c1ccc(Cl)cc1	0.01	-1.3
CCCCn1c(N)c(N(CCOC)C(=O)c2cc(S(=O)(=O)N3CCCCC3)ccc2Cl)c(=O)[nH]c1=O	0.31	0.0
COc1ccc(C(=O)Nc2cc(C)on2)cc1[N+](=O)[O-]	0.03	-0.2
Cc1cccc(Oc2ccc(S(=O)(=O)N3CCCCC3)cc2N)c1	0.65	-2.2
CCCn1c(C)cc(C(=O)COC(=O)CN=C2NS(=O)(=O)c3ccccc32)c1C	-1.3	-1.6
CCO/N=C(\C)c1c(O)c(CC)c(-c2ccccc2)n(-c2ccccc2)c1=O	-0.68	-0.2
COc1ccc(-c2nnc(SCC(=O)Nc3ccc(C(=O)O)cc3)n2-c2ccc(Cl)cc2)cc1	0.13	-1.8
Cc1ccc(NC(=O)Nc2cnc3ccccc3c2)cc1	-0.2	0.9
Cc1ccc(N2C(=O)CC(c3ccsc3)C3=C2CC(C)(C)CC3=O)cc1 (stereo not given)	-1.3	-0.5
O=C(NCc1cccnc1)c1ccccn1	1.2	-0.2
COc1ccccc1NC(=O)CSc1nnnn1-c1ccccc1F	0.51	-2.5
CS/C(=N\NC(N)=O)c1ccccc1	-0.29	-0.2
Cc1ccc(Cl)cc1S(=O)(=O)N1CCC(C(=O)NC2CCN(Cc3ccccc3)CC2)CC1	0	0.1

A second format for part of the listing above:
Results follow in this order: Kir21 inh	STK33 inh
- Cc1ccc(N2C(=O)CC(c3ccsc3)C3=C2CC(C)(C)CC3=O)cc1 (stereo not given)
→ -1.3	-0.5
- O=C(NCc1cccnc1)c1ccccn1
→ 1.2	-0.2
- COc1ccccc1NC(=O)CSc1nnnn1-c1ccccc1F
→ 0.51	-2.5

Continuation.
SMILES	Kir21 inh	STK33 inh
CN(CC(=O)Nc1cccc(F)c1)C(=O)c1ccc(N2CCOCC2)c([N+](=O)[O-])c1	1.4	-0.9
COc1ccccc1-c1nc(C#N)c(NCCCn2ccnc2)o1	-3.6	-0.5
C/C(=N\Nc1ccc(S(=O)(=O)N2CCOCC2)cc1[N+](=O)[O-])C(C)C	1.9	-0.4
Cc1ccc(S(=O)(=O)n2nc(OC(=O)c3ccco3)cc2N)cc1	0.19	0.2
C(#Cc1c(-c2ccsc2)sc2ccccc12)c1ccsc1	·	0.2
CCC(CC)C(=O)NCCc1cc2c(C)ccc(C)c2[nH]c1=O	-0.24	-0.8
O=C(OCCN1CCN(C2=NS(=O)(=O)c3ccccc32)CC1)c1ccccc1F	1.4	-1.2
CC1CN(C(=O)N2CCOCC2)CCN1C(=O)N1CCOCC1 (stereo not given)	-0.01	0.1
COc1ccc(CCNC(=O)CCNC(=O)c2ccc([N+](=O)[O-])cc2)cc1	1.1	-2.0
COc1ccccc1CN1CCN(C(=O)c2cccc3ccccc23)CC1	0.18	-1.5
O=C1CS/C(=N/N=C/c2ccncc2)N1	-0.02	0.2
O=C(NCCc1ccc([N+](=O)[O-])cc1)c1ccccc1	0.44	0.3
CCOC(=O)COc1ccc2c(C#N)c3ccccn3c2c1	1.3	·

In another format: entries from further up
CN(CC(=O)Nc1cccc(F)c1)C(=O)c1ccc(N2CCOCC2)c([N+](=O)[O-])c1
  Kir21 inh: 1.4; STK33 inh: -0.9
O=C(OCCN1CCN(C2=NS(=O)(=O)c3ccccc32)CC1)c1ccccc1F
  Kir21 inh: 1.4; STK33 inh: -1.2
CCC(CC)C(=O)NCCc1cc2c(C)ccc(C)c2[nH]c1=O
  Kir21 inh: -0.24; STK33 inh: -0.8
CC1CN(C(=O)N2CCOCC2)CCN1C(=O)N1CCOCC1 (stereo not given)
  Kir21 inh: -0.01; STK33 inh: 0.1
